NPYLR7 ag: agonists of mosquito NPYLR7 receptor, primary screen, cell-based, Aedes aegypti, calcium fluorescence, mosquito biting behavior; Aedes aegypti neuropeptide Y-like receptor 7 (NPYLR7); HEK293T NPYLR7/Galpha15, GCaMP6s calcium fluorescence; activation, % at 10 µM; hit rate 0.15% among 270,000; AID 1259423, 2018; in the data active means activation above about 40%;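 further: 0% = vehicle and 100% = reference agonist at the receptor; some compounds past the cut are filed as inactive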
mcGAS inh: cyclic GMP-AMP synthase inhibitors, mouse, primary biochemical chemiluminescence; recombinant cGAS, Kinase-Glo ATP depletion luminescence; inhibition, % at 12.5 µM; hit rate 0.15% among 160,000;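 further: 0% = negative control wells and 100% = reference inhibitor with no enzyme activity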
hcGAS inh: Primary biochemical luminescence assay for human cyclic GMP-AMP synthase inhibitors | inhibition, % at 12.5 µM | recombinant h-cGAS, ATP depletion, Kinase-Glo luminescence | Q8N884 | hit rate 0.081% among 290,000;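 further: 0% = vehicle reaction and 100% = reaction without DNA for no activity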
Target sequence (Q8N884 whole entry, looked up): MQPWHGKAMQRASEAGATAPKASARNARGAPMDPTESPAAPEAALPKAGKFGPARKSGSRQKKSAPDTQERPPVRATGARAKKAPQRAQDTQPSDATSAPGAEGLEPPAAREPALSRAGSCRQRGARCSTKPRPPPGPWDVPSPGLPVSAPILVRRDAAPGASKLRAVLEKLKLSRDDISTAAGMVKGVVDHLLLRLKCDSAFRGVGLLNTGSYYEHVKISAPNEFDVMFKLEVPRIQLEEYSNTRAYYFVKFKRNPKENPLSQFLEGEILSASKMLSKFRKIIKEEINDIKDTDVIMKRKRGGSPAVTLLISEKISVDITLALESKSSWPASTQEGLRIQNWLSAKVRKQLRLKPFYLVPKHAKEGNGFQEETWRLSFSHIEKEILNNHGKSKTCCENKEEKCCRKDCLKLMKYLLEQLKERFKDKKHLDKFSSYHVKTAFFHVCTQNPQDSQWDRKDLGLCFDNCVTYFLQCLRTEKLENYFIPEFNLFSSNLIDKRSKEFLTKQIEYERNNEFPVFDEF
Active calls of the source: *; . = not tested or not shown; & = joins results of further samples. Unless noted, no stated cut-off is given here; in the data, active means inhibition above about 40%; inactive means the rest.

(1) CN(C)C1CCN(C(=O)CC(=O)Nc2ccc(F)c(Cl)c2)C1 (stereo not drawn)
(2) CC(C)C(=O)Nc1nnc(Cc2cccc(Br)c2)s1
(3) Cc1ccc2cccc(OCCNC3CCSC3)c2n1 (stereo not drawn)
(4) NS(=O)(=O)c1cnccc1NN1CCCCCC1
(5) CC(C)CN1C(=O)N(Cc2ccccn2)C(=O)C12CCN(Cc1cccnc1)CC2
(6) CCOC(=O)C1(CCCc2ccccc2)CCN(C(=O)c2ocnc2C)CC1
(7) Cc1cc(C)n2[nH]c(=O)c(Br)c2n1
(8) Cc1ccccc1C1CC(=O)c2cnc(N3CCCCC3)nc2C1 (stereo not drawn)

Screen / compound no. | 1 | 2 | 3 | 4 | 5 | 6 | 7 | 8
NPYLR7 ag | 6 | -1 | -3 | -3 | 8 | -9 | -5 | -5
mcGAS inh | -9 | -8 | . | . | -14 | 0 | . | .
hcGAS inh | -3 | -2 | -1 | -2 | -1 | 4 | -4 | -1

(9) COc1cc(C)ccc1OC(C)C(=O)NC1(C#N)CCCCC1 (stereo not drawn)
(10) C=CCOCC(O)CN(CCN1CCOCC1)Cc1c(-c2ccccc2)noc1N(C)C(C)C (stereo not drawn)
(11) CCCCCNC(=O)N(Cc1ccncc1)CC1CCCN1CC (stereo not drawn)
(12) CC(=O)NC(CC(=O)Nc1ccc(Cl)c(C(F)(F)F)c1)c1cccs1 (stereo not drawn)
(13) CCc1c(C)nn(-c2ccc(C(=O)N[C@@H]3CCCc4ccccc43)cc2)c1C
(14) COc1cc(NCCCc2nnc3ccccn23)ncn1
(15) O=C(Nc1cccc(C(F)(F)F)c1)c1cc2ccccc2oc1=O
(16) Cc1cnc(CNC(=O)Cc2cccc(Cl)c2)o1

Screen / compound no. | 9 | 10 | 11 | 12 | 13 | 14 | 15 | 16
NPYLR7 ag | 0 | 8 | 5 | 1 | -9 | 6 | -5 | -22
mcGAS inh | . | -6 | . | -10 | -5 | . | . | .
hcGAS inh | -5 | -5 | -14 | -4 | -6 | -8 | -2 | -2

(17) O=C(CN(C(=O)Nc1c(Cl)cccc1Cl)C1CC1)N1CC(=O)N(c2ccc(Cl)cc2)C1
(18) COc1nc(Nc2ccc(Cl)cc2)nc(OC)n1
(19) Cc1ccc(NC(=O)c2nnn(Cc3cc(C)ccc3C)c2N)c(C)c1
(20) CCOC(=O)c1nn(CC)c2c1CN(C(=O)Cc1ccc(N3CCNC3=O)cc1)CC2
(21) COC(=O)c1ccc(C2CC(=O)Nc3sc(C(=O)c4ccco4)c(N)c32)cc1 (stereo not drawn)
(22) Cc1cc(NC(=O)C(C)N2CCN(c3ccccc3Cl)CC2)no1 (stereo not drawn)
(23) CC(=O)Nc1ccc(SCC(=O)N2CCOCC2)nn1
(24) Cc1[nH]c2ccc(CNC3CCOCC3)cc2c1C

Screen / compound no. | 17 | 18 | 19 | 20 | 21 | 22 | 23 | 24
NPYLR7 ag | -8 | -4 | -1 | 20 | 4 | 1 | 1 | 4
mcGAS inh | -2 | -3 | -8 | -8 | . | -7 | . | .
hcGAS inh | -3 | -5 | -9 | -13 | -2 | -3 | -1 | -5

(25) Cc1ccc(Cl)cc1-n1c(SCc2ccc(F)cc2)nnc1C(C)NS(=O)(=O)c1ccc([N+](=O)[O-])cc1 (stereo not drawn)
(26) COC(=O)c1cccc(CC2(C)C(=O)Nc3ccc(OC(F)(F)F)cc32)c1 (stereo not drawn)
(27) CCC(CC)n1ncc(C)c1NC(=O)c1cccnc1OC
(28) CC(C(=O)N(C)C)N1CCc2c(F)ccc(F)c2C1 (stereo not drawn)
(29) Cc1noc(-c2ccc(C(C)(C)C)cc2)c1C(=O)NCCOc1ccccc1
(30) Nc1c2c(nn1-c1ccccc1)CCC2
(31) CC(C)n1c(=O)c(C(=O)N2CCC(NC(=O)OC(C)(C)C)C2)cc2cccnc21 (stereo not drawn)
(32) CCN(CC)c1ccc2cc(-c3nnc(Nc4ccccc4Cl)s3)c(=O)oc2c1

Screen / compound no. | 25 | 26 | 27 | 28 | 29 | 30 | 31 | 32
NPYLR7 ag | 26 | 1 | -6 | 0 | -3 | -2 | -2 | 8
mcGAS inh | -5 | -2 | 1 | . | -8 | . | -3 | -2
hcGAS inh | -3 | 1 | 7 | -6 | -8 | -5 | -4 | -3

(33) CCN1CCN(C(=O)c2cnn(-c3ccccc3C)c2-c2ccccc2)CC1
(34) O=C(CCCc1ccc(F)cc1)NC1CCCN(C2Cc3ccccc3C2)C1 (stereo not drawn)
(35) Cc1ccnn1-c1cccc(Br)c1
(36) CCn1nc(CC(C)C)cc1C(=O)N1CCc2[nH]nc(-c3ccccc3)c2C1
(37) Cc1c(NC(=O)C2(C)Oc3ccccc3NC2=O)c(C(N)=O)nn1C (stereo not drawn)
(38) CN(C)/C=C1\C(=O)C2SC=CC2S(=O)(=O)N1C (stereo not drawn)
(39) CCCCC1CN(CCNC(=O)Cc2cc(OC)c(OC)c(OC)c2)Cc2ccccc2O1 (stereo not drawn)
(40) O=C1[C@@H]2[C@H](C(=O)N1Cc1ccc3ccccc3c1-c1ccccc1)[C@@H]1C=C[C@H]2CC1

Screen / compound no. | 33 | 34 | 35 | 36 | 37 | 38 | 39 | 40
NPYLR7 ag | . | 2 | -3 | 2 | -3 | -3 | 4 | -6
mcGAS inh | -6 | -10 | . | . | . | . | -13 | -3
hcGAS inh | -10 | -8 | -13 | -2 | 1 | -1 | -6 | -8

(41) COCCCNC(=O)c1cc2c(OCc3ccccc3)cccc2n1CCOC
(42) CC(C)C(=O)N1CCC(N2CCC(C(=O)N3CCC(Cc4ccccc4)CC3)CC2)CC1
(43) COc1cc2c(cc1OC)C1CN(C(=O)Nc3cccc(C(F)(F)F)c3F)CC(=O)N1CC2 (stereo not drawn)
(44) CCOC(=O)c1c(NC(=O)c2ccno2)c(-c2ccc3c(c2)OCO3)cn1C
(45) COCCn1c(C)cc(C(=O)CN2C(=O)NC3(CCCCCC3)C2=O)c1C
(46) CC(C)COc1nc(-c2ccc3c(c2)OCO3)n(-c2ccc(NC(=O)c3ccccc3Cl)cc2)n1
(47) C#CCn1c(=NC(=O)c2ccccc2)sc2cccc(OC)c21
(48) Cc1ccc(C(=O)NCCn2ncccc2=O)cc1C

Screen / compound no. | 41 | 42 | 43 | 44 | 45 | 46 | 47 | 48
NPYLR7 ag | . | . | 2 | 4 | -8 | -2 | 0 | 1
mcGAS inh | -6 | -7 | -6 | 1 | . | -6 | -8 | .
hcGAS inh | -7 | -13 | -4 | 5 | -3 | -8 | -3 | -9

(49) CCCCC(=O)N(C)c1c(CC)nc2c(OCCOc3ccc(F)cc3)cccn12
(50) Cc1ccc(CC2(CCC(=O)N3CCCC3c3nc4ccccc4s3)CCC(=O)N2)cc1 (stereo not drawn)
(51) C#CCOc1c(I)cc(/C=N\Nc2nc3nonc3nc2Nc2ccc(I)cc2)cc1OC
(52) COC(=O)c1cccc(CC2(C)C(=O)Nc3ccc(S(=O)(=O)NC4CCCCC4)cc32)c1 (stereo not drawn)
(53) Cc1nn(C)c(C)c1-c1cc(C(=O)N2CCOC(C(F)(F)F)C2)n(C)n1 (stereo not drawn)
(54) CC1(Cc2ccc(Cl)c(Cl)c2)C(=O)Nc2ccc(OC(F)(F)F)cc21 (stereo not drawn)
(55) O=C(c1cccs1)N(CCN1CCOCC1)Cc1c(-c2ccccc2)noc1N1CCCCC1
(56) CCOc1ccc(CN2CCN(c3nc(C)ccc3C(N)=O)CC2)cn1

Screen / compound no. | 49 | 50 | 51 | 52 | 53 | 54 | 55 | 56
NPYLR7 ag | 3 | -1 | -1 | -2 | 0 | 2 | 7 | 3
mcGAS inh | -3 | -7 | 2 | . | . | -2 | -6 | .
hcGAS inh | -3 | 1 | 1 | -5 | -7 | 1 | -4 | -7

(57) CCOc1ccc(-c2ccc(OCCNS(=O)(=O)c3cc(C)ccc3OC)nn2)cc1
(58) Cc1nc2cc(NC(=O)CCCCCNC(=O)OCc3ccccc3)ccc2s1
(59) Oc1ccccc1CNCCC12CC3CC(CC(C3)C1)C2
(60) CCOC(=O)c1nn(-c2ccccc2C)c(=O)cc1OS(=O)(=O)c1cccc(Cl)c1
(61) O=C(C(OCC(F)(F)F)c1ccccc1)N1CCN(c2nccs2)CC1 (stereo not drawn)
(62) CC1(C(=O)NCC2CC2)CCN1C(=O)c1ccco1 (stereo not drawn)
(63) COc1ncccc1-c1ccc2nc[nH]c2c1
(64) CC1(C)C(=O)OC(c2cccs2)C(C)(C)C1=O (stereo not drawn)

Screen / compound no. | 57 | 58 | 59 | 60 | 61 | 62 | 63 | 64
NPYLR7 ag | -3 | 1 | -10 | 3 | 1 | 3 | 4 | 14
mcGAS inh | -8 | -6 | -8 | -6 | . | . | . | .
hcGAS inh | -13 | -8 | -1 | -5 | -8 | -10 | -5 | -1

(65) COc1cc(NC(=O)c2cc(=O)c3cc(C)ccc3o2)cc(OC)c1OC
(66) COc1ccccc1N1CCN(CC(=O)c2c(C)[nH]c3ccccc23)CC1
(67) Cc1ccccc1CSc1nnc(C(C)NC(=O)c2ccc(Cl)c(Cl)c2)n1-c1ccc([N+](=O)[O-])cc1 (stereo not drawn)
(68) COc1ccc(NS(=O)(=O)c2c(Cl)cccc2Cl)c(C(=O)NCc2ccccc2)c1
(69) Cn1c(SCC(=O)N2CCN(CC(=O)N3CCCC3)CC2)nnc1C(F)(F)F
(70) COc1cccc(-c2cccc(NC(=O)C3CCCCN3C(=O)c3ccncc3)c2)c1 (stereo not drawn)
(71) CC(C)NC(=O)C(=O)NCC1CCCO1 (stereo not drawn)
(72) O=C1NC2(CCSCC2)Nc2c1sc1ccccc21

Screen / compound no. | 65 | 66 | 67 | 68 | 69 | 70 | 71 | 72
NPYLR7 ag | -1 | 15 | 20 | -2 | 7 | 17 | -2 | 2
mcGAS inh | 4 | . | -4 | -6 | . | . | -2 | .
hcGAS inh | 4 | -11 | -2 | -8 | -10 | -3 | -6 | -5

(73) N#CC1C(=N)Oc2n[nH]c(-c3ccc4c(c3)OCO4)c2C1c1ccc(Cl)cc1 (stereo not drawn)
(74) COc1ccc(C2CC(c3c(O)cc(C)oc3=O)=NCCS2)c(OC)c1 (stereo not drawn)
(75) O=C(Nc1cccc(-n2cccn2)c1)C1CCCN(Cc2ccc(Cl)s2)C1 (stereo not drawn)
(76) O=c1c([N+](=O)[O-])c(N2CCCCC2)c2ccccc2n1-c1ccccc1
(77) CN(C)C(=O)N1CCC(C(=O)N2CCCC(N(C)CCc3ccccc3)C2)CC1 (stereo not drawn)
(78) COc1ccc(C(C)N2CCCC(CCC(N)=O)C2)cc1Cl (stereo not drawn)
(79) CCCc1nc(N2CCCN(S(=O)(=O)/C=C/c3ccccc3)CC2)c2c(-c3cccc(C(F)(F)F)c3)noc2n1
(80) O=C(CC12CC3CC(CC(Br)(C3)C1)C2)Nc1nc2c(s1)CCCC2

Screen / compound no. | 73 | 74 | 75 | 76 | 77 | 78 | 79 | 80
NPYLR7 ag | 12 | -19 | 4 | 0 | -5 | 0 | 17 | 0
mcGAS inh | . | . | -9 | . | . | . | -4 | .
hcGAS inh | -10 | -4 | -6&-5 | 3 | -7 | 9 | -6 | -8

Overlap with the part before: two entries, followed by the next part.
(79) CCCc1nc(N2CCCN(S(=O)(=O)/C=C/c3ccccc3)CC2)c2c(-c3cccc(C(F)(F)F)c3)noc2n1
(80) O=C(CC12CC3CC(CC(Br)(C3)C1)C2)Nc1nc2c(s1)CCCC2
(81) Cn1nccc1C(=O)N1CCC(c2n[nH]c(=O)n2Cc2ccccc2)CC1
(82) COc1ccc(S(=O)(=O)Nc2cc(Sc3ncn[nH]3)c(O)c3ccccc23)cc1
(83) COC(=O)C1=C(C(=O)OC)C(CCc2ccccc2)N(c2ccccc2)C(C(=O)OC)=C1C(=O)OC (stereo not drawn)
(84) Cc1ccnc(SCc2cc(=O)c(OC(=O)c3ccc(S(=O)(=O)N4CCCC4)cc3)co2)n1
(85) N#Cc1ccc(S(=O)(=O)N2CCC(CCc3ccccc3)CC2)cc1

Screen / compound no. | 79 | 80 | 81 | 82 | 83 | 84 | 85
NPYLR7 ag | 17 | 0 | 27 | 4 | -3 | -16 | 5
mcGAS inh | -4 | . | -16 | 30 | . | -4 | .
hcGAS inh | -6 | -8 | -3 | -5 | -2 | 2 | -11

Structures from the list above containing a CF3 group (9):
(12) CC(=O)NC(CC(=O)Nc1ccc(Cl)c(C(F)(F)F)c1)c1cccs1 (stereo not drawn)
(15) O=C(Nc1cccc(C(F)(F)F)c1)c1cc2ccccc2oc1=O
(26) COC(=O)c1cccc(CC2(C)C(=O)Nc3ccc(OC(F)(F)F)cc32)c1 (stereo not drawn)
(43) COc1cc2c(cc1OC)C1CN(C(=O)Nc3cccc(C(F)(F)F)c3F)CC(=O)N1CC2 (stereo not drawn)
(53) Cc1nn(C)c(C)c1-c1cc(C(=O)N2CCOC(C(F)(F)F)C2)n(C)n1 (stereo not drawn)
(54) CC1(Cc2ccc(Cl)c(Cl)c2)C(=O)Nc2ccc(OC(F)(F)F)cc21 (stereo not drawn)
(61) O=C(C(OCC(F)(F)F)c1ccccc1)N1CCN(c2nccs2)CC1 (stereo not drawn)
(69) Cn1c(SCC(=O)N2CCN(CC(=O)N3CCCC3)CC2)nnc1C(F)(F)F
(79) CCCc1nc(N2CCCN(S(=O)(=O)/C=C/c3ccccc3)CC2)c2c(-c3cccc(C(F)(F)F)c3)noc2n1

Screen / compound no. | 12 | 15 | 26 | 43 | 53 | 54 | 61 | 69 | 79
NPYLR7 ag | 1 | -5 | 1 | 2 | 0 | 2 | 1 | 7 | 17
mcGAS inh | -10 | . | -2 | -6 | . | -2 | . | . | -4
hcGAS inh | -4 | -2 | 1 | -4 | -7 | 1 | -8 | -10 | -6

Compounds as they come. About 0.29% of those tested had a hit in this group.
